PLAP inhibitors HTS – PLAP enzyme inhibitors, biochemical, luminescence, HTS (AID 690) | inhibition, % at 20 µM; hits with a dose series show IC50 in µM | 96,000 tested, 0.08% active | Alkaline phosphatase, placental type (Homo sapiens) | purified PLAP, luminescent substrate; higher % means a stronger effect; in the data active = a potency from the dose series; inactive = the rest, 99 in 100 with inhibition below about 30%; also: strong numbers were not always called active
NFkB transloc inh – inhibitors of IL-1B driven NFkB p65 nuclear import, primary screen, imaging, HUVEC, IL-1B stimulus, high-content imaging; HUVEC IL-1B NFkB p65 nuclear translocation imaging; inhibition, % at 2 µM; AID 796, 2007; 94,000 tested, 0.43% active;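 active = inhibition above about 30% together with a positive call from visual inspection of the well image, limit read from the data; inconclusive = inhibition above a set limit but visual check negative; inactive = inhibition not above a set limit, visual check negative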;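 also: nuclear over cytoplasmic p65 intensity ratio measured by imaging; 0% = IL-1B stimulated DMSO wells and 100% = unstimulated DMSO wells; values of inactives mirror those of a sister screen read the other way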
Bcl-B displacement – displacers of TR3 peptide from Bcl-B, primary screen, selectivity assay for Bfl-1 inhibitor project, biochemical, fluorescence polarization. 96,000 tested, 0.11% active. one-dose displacement, % at 20 µM; IC50 in µM for titrated hits. Bcl-2-like protein 10 (Homo sapiens). FP displacement of FITC-TR3 peptide from Bcl-B; higher % means a stronger effect;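 active = displacement above 50% at 20 µM plus a fluorescence interference ratio under 1.5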;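 also: plate controls were wells without compound for no effect and wells lacking Bcl-B protein for full effect; a part of the inactive calls stands beside numbers as strong as those of hits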
MRP resist rev – reversal of MRP1-mediated doxorubicin resistance, primary screen, H69AR cells, doxorubicin co-treatment; differential viability (reversal), % at 10 µM; H69AR cells + 2 uM doxorubicin, CellTiter-Glo, 72 h; 85,000 tested, 0.04% active;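 active = viability drop by adding the cancer drug above about 55%, with treated viability meeting a 40% cutoff, limit read from the data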;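 also: viability without doxorubicin minus viability with 2 µM doxorubicin for each compound; larger differential means the compound sensitizes cells more to doxorubicin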
NFkB transloc pot – enhancers of NFkB p65 translocation in HUVEC – imaging, IL-1B stimulus, high-content imaging, primary screen. HUVEC IL-1B NFkB p65 nuclear translocation imaging. activation, % at 2 µM. 94,000 tested, 0.3% active. AID 819, 2007;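 active = activation above 40%, about the mean plus 3 SD, also judged a hit on visual image review; inconclusive = activation above 40% but not a hit on visual review; inactive = activation not above 40% and no visual hit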;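 also: percent activation is computed from the nuclear over cytoplasmic p65 intensity ratio; values of inactives mirror those of a sister screen read the other way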
MRP resist rev cytotoxicity – second read-out of MRP resist rev, no call of its own (marks repeat the call); viability, %; H69AR cells, CellTiter-Glo, 72 h; measured here: cytotoxicity without doxorubicin
MRP resist rev with doxorubicin – also measured in MRP resist rev; calls as there; viability, %; measured here: viability with 2 uM doxorubicin; hits give low values
NFkB transloc inh cell count 2 µM – recorded beside NFkB transloc inh, whose call it bears; cell count; measured here: cells passing quality filter;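 raw number of nuclei counted in each imaged well without normalization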
NFkB transloc pot cell count 2 µM – second read-out of NFkB transloc pot, no call of its own (marks repeat the call); cell count; measured here: cells passing quality filter
* marks the source's active call; other numbers are inactive results; ? = inconclusive; / = not tested or not shown. Some of the compounds tested. The share of hits here may be higher or lower than overall.

SMILES | PLAP inhibitors HTS | NFkB transloc inh | NFkB transloc inh cell count 2 µM | Bcl-B displacement | MRP resist rev | MRP resist rev cytotoxicity | MRP resist rev with doxorubicin | NFkB transloc pot | NFkB transloc pot cell count 2 µM
COc1ccc(NC(=O)CSc2nnc(-c3ccccn3)n2N)c(OC)c1 | -6% | -7 | 94 | -1% | 6 | 96 | 90 | 7 | 94
CC1(C)Cc2[nH]c(=O)c(C#N)cc2CS1 | 9% | 19 | 113 | -2% | -4 | 89 | 94 | -19 | 113
COc1cc(/C=N/NC(=O)CCn2c3ccccc3c3ccccc32)ccc1O | -9% | -21 | 109 | -5% | / | / | / | 21 | 109
N#Cc1cn(CC(=O)NCc2cccnc2)c2ccccc12 | 17% | -11 | 123 | -4% | 14 | 96 | 83 | 11 | 123
O=C1N=C(N2CCOCC2)S/C1=C\C=C/c1ccccc1 | 6% | -6 | 130 | -6% | / | / | / | 6 | 130
C/C=C/C(=O)OCC(=O)NC(=O)NC(C)C | 11% | -28 | 206 | -5% | / | / | / | 28 | 206
COCCNc1nnc(SCC(=O)c2ccc3c(c2)OCO3)s1 | -22% | 0 | 146 | -14% | 1 | 100 | 99 | 0 | 146
Cc1ccc(NC(=O)Cn2nnc(C(=O)NCc3ccccc3)c2N)cc1C | 6% | -5 | 127 | -8% | / | / | / | 5 | 127
O=C(/C=C/c1cccs1)c1ccc(NC(=O)c2cccc(Br)c2)cc1 | 6% | 1 | 129 | -5% | / | / | / | -1 | 129
Cc1cc(Cl)ccc1OCc1n[nH]c(=S)n1C1CCCCC1 | -27% | 7 | 164 | -8% | -25 | 41 | 66 | -7 | 164
CC1CC(=O)C2=C(C1)OC(N)=C(C#N)C2c1coc2ccccc2c1=O (configuration not stated) | 7% | 0 | 162 | -1% | 1 | 94 | 93 | 0 | 162
COc1cccc(N2CCN(CC(=O)NCc3cccs3)CC2)c1 | -31% | -5 | 73 | 2% | 1 | 96 | 95 | 5 | 73
COC(=O)c1c(C)oc2cc(Br)c(OCC(=O)C(C)(C)C)cc12 | 5% | -18 | 117 | -5% | -8 | 54 | 62 | 18 | 117
O=C1/C(=N\O)Cc2ccccc21 | -25% | -9 | 62 | -11% | 7 | 96 | 89 | 9 | 62
CCOc1cc(S(=O)(=O)n2cc(-c3ccc(F)cc3)c(N)n2)cc(OCC)c1OCC | 20% | 12 | 104 | 2% | 7 | 98 | 90 | -12 | 104
O=C1[C@@H]2[C@H](C(=O)N1Cc1ccco1)[C@H]1C=C[C@@H]2C1 | 20% | -15 | 152 | -5% | 4 | 92 | 88 | 15 | 152
CCC1=NNc2cccc3c(OC)ccc1c23 | -1% | -40 | 61 | 84%* | 19 | 98 | 79 | 40* | 61*
Cc1cc(C)n(CCc2nc(-c3ccc(C)o3)cs2)n1 | -11% | -25 | 180 | 6% | -6 | 96 | 101 | 25 | 180
CCOc1ccc(Nc2nc(Cc3nnc(SCC(=O)c4ccc(C)c(C)c4)o3)cs2)cc1 | 15% | -8 | 123 | -19% | 20 | 65 | 45 | 8 | 62
CCC(CC)C(=O)Nc1cccc(C(=O)NCCc2ccc(S(N)(=O)=O)cc2)c1 | -26% | -12 | 215 | 17% | -12 | 83 | 95 | 12 | 215
CCn1c(SCC(N)=O)nnc1-c1ccc(OC)c(OC)c1 | 5% | -56 | 182 | 1% | -4 | 87 | 91 | ? | /
CC1CCN(S(=O)(=O)N2CCC(C(=O)N3CCC(N(C)CC4CCCO4)CC3)CC2)CC1 (configuration not stated) | -61% | -9 | 194 | 10% | 21 | 97 | 76 | 9 | 194
COC(=O)COc1ccc(S(=O)(=O)Nc2cc(OC)ccc2OC)cc1 | -28% | 1 | 177 | -4% | 3 | 95 | 92 | -1 | 177
CCCCN(C)S(=O)(=O)c1ccc(C(=O)Nc2nnc(CSC)o2)cc1 | -27% | -8 | 183 | -10% | / | / | / | 8 | 183
COc1cnc(-c2ccccc2)nc1Oc1cccc(C)c1 | -1% | -2 | 166 | -12% | / | / | / | 2 | 166
CCc1c(C(=O)NC2CCCCC2)[nH]c(C)c1C(C)=O | -10% | -5 | 132 | -7% | -13 | 76 | 88 | 5 | 132
CN(C)/C=N/c1c(C(=O)NCc2ccccc2)nnn1Cc1ccccc1 | -7% | 5 | 83 | 0% | 9 | 96 | 87 | -5 | 83
O=C(Nc1ccc2oc(Cc3ccc(Cl)cc3)nc2c1)c1cccnc1 | -26% | -2 | 163 | 0% | -41 | 36 | 76 | 2 | 163
COC(=O)c1cccc(COC(=O)CNC(=O)c2ccco2)c1 | 8% | -55 | 124 | 8% | / | / | / | ? | /
COc1cccc(C(=O)CSc2nnnn2C)c1 | 10% | -18 | 143 | -1% | 6 | 91 | 85 | 18 | 143
Cc1noc(C)c1CN1C(=O)NC(Cc2ccccc2)(Cc2ccccc2)C1=O | 3% | -3 | 150 | -8% | 12 | 93 | 81 | 3 | 150
COC(=O)C(OC(=O)c1ccc(OC)cc1)C(=O)OC | / | -30 | 105 | / | -10 | 94 | 104 | 30 | 105
CCOc1ccc(CN(Cc2ccco2)S(=O)(=O)c2ccc(-n3cnnn3)c(OC)c2)cc1 | -54% | 12 | 151 | -15% | -31 | 67 | 97 | -12 | 151
O=C(/C=C/c1ccco1)NC(=S)Nc1ccccc1N1CCOCC1 | 11% | 4 | 111 | 4% | / | / | / | -4 | 111
CCN1CCN(Cc2ccc(OCc3ccccc3)c(OC)c2)CC1 | -12% | -4 | 152 | -8% | -38 | 52 | 90 | 4 | 152
CCOC(=O)N1CCN(C(c2cccc(OC)c2)c2sc3nc(C)nn3c2O)CC1 (configuration not stated) | -28% | -27 | 176 | 16% | 2 | 102 | 100 | 27 | 176
CS(=O)(=O)N(Cc1ccccc1)c1ccc(C(=O)NCCSCc2ccco2)cc1 | / | -13 | 90 | / | 8 | 85 | 77 | 13 | 90
Cc1c(N/C=C/C(=O)c2ccc(Cl)cc2)c(=O)n(-c2ccccc2)n1C | 26% | -4 | 171 | 1% | 8 | 103 | 96 | 4 | 171
CCOC(=O)C(C)n1cnc2sc3c(c2c1=O)CCC3 (configuration not stated) | -9% | -4 | 138 | -26% | -11 | 82 | 93 | 4 | 138
Cc1ccc(C(=O)N/N=C/c2ccc(S(=O)(=O)O)o2)c(Cl)c1 | -9% | -11 | 143 | 0% | -1 | 94 | 95 | 11 | 143
CCC(C)NC(=O)C1(C)CCC(=O)N1Cc1ccccc1OC (configuration not stated) | -26% | -9 | 161 | 2% | 0 | 94 | 94 | 9 | 161
COc1cc(/C=N/NC(N)=O)c(Br)cc1OCC(=O)Nc1ccccc1C | 12% | 2 | 175 | -4% | / | / | / | -2 | 175
COc1ccc(CNc2cc(C)ccc2C)c(OC)c1OC | -9% | 0 | 149 | 0% | 4 | 83 | 79 | 0 | 149
CC1(C)Cc2c(oc3ncn4ncnc4c23)CO1 | 16% | -2 | 92 | -6% | -2 | 89 | 91 | 2 | 92
C/C(=N\NC(=O)c1cccc(Br)c1)c1cccc(NC(=O)c2ccc(C)o2)c1 | -7% | 3 | 68 | 6% | / | / | / | -3 | 68
NC(=O)c1ccccc1NC(=O)c1ccccc1F | -14% | -21 | 151 | -6% | -2 | 92 | 95 | 21 | 151
Cn1cnnc1SC(C(=O)Nc1ccc(F)cc1)c1ccccc1 (configuration not stated) | 16% | 20 | 150 | -6% | 0 | 88 | 88 | -20 | 150
Cn1c(=O)cc(SCC(=O)Nc2cccnc2)c2ccccc21 | -2% | -60 | 143 | -3% | 9 | 90 | 81 | ? | /
N#Cc1ccccc1NC(=O)c1ccc(-c2ccccc2Cl)o1 | -86% | 0 | 90 | -14% | 3 | 64 | 61 | 0 | 90
CC(C)NC(=O)NC(=O)CSc1nncn1C | -24% | 17 | 194 | 5% | / | / | / | -17 | 194
(list continues)
SMILES | PLAP inhibitors HTS | NFkB transloc inh | NFkB transloc inh cell count 2 µM | Bcl-B displacement | MRP resist rev | MRP resist rev cytotoxicity | MRP resist rev with doxorubicin | NFkB transloc pot | NFkB transloc pot cell count 2 µM
CCN1C(=O)CC(C(=O)Nc2ccc(F)cc2)SC1=Nc1ccc2c(c1)OCO2 (configuration not stated) | -1% | -22 | 153 | 4% | 8 | 85 | 78 | 22 | 153
CN(C)/C=C1/C=C(c2ccccc2)OC1=O | 7% | -6 | 174 | -13% | 18 | 107 | 89 | 6 | 174
CC(C)Cn1c(-c2csc3ccccc23)n[nH]c1=S | -14% | 11 | 170 | 9% | / | / | / | -11 | 170
COc1ccc(C(=O)CSc2nnc(COc3ccccc3)n2Cc2ccco2)cc1 | -66% | -14 | 93 | -1% | -17 | 47 | 64 | 14 | 93
Cc1nn(C)c(Oc2ccc(Cl)cc2)c1C(=O)O | 16% | 12 | 152 | -2% | / | / | / | -12 | 152
COc1ccc2ccccc2c1C1CC(=O)N2CN(C3CCCCC3)CSC2=C1C#N (configuration not stated) | -62% | 7 | 135 | 3% | -4 | 89 | 93 | -7 | 135
CC(NS(=O)(=O)c1ccccc1)C1COc2ccccc2O1 (configuration not stated) | 20% | 0 | 130 | 0% | / | / | / | 0 | 130
CC1=NC(=O)C(N=Nc2ccccc2)N1c1ccccc1 (configuration not stated) | / | 10 | 164 | / | -2 | 57 | 59 | -10 | 164
COc1ccccc1-n1c(-c2ccc(NS(C)(=O)=O)cc2)n[nH]c1=S | -25% | 1 | 115 | -3% | -1 | 99 | 100 | -1 | 115
O=C(NCc1ccco1)c1cccc(F)c1 | -3% | -15 | 145 | -9% | / | / | / | 15 | 145

Reprinted at random: five entries already listed
SMILES | PLAP inhibitors HTS | NFkB transloc inh | NFkB transloc inh cell count 2 µM | Bcl-B displacement | MRP resist rev | MRP resist rev cytotoxicity | MRP resist rev with doxorubicin | NFkB transloc pot | NFkB transloc pot cell count 2 µM
CCN1C(=O)CC(C(=O)Nc2ccc(F)cc2)SC1=Nc1ccc2c(c1)OCO2 (configuration not stated) | -1% | -22 | 153 | 4% | 8 | 85 | 78 | 22 | 153
COc1ccccc1-n1c(-c2ccc(NS(C)(=O)=O)cc2)n[nH]c1=S | -25% | 1 | 115 | -3% | -1 | 99 | 100 | -1 | 115
CC(C)Cn1c(-c2csc3ccccc23)n[nH]c1=S | -14% | 11 | 170 | 9% | / | / | / | -11 | 170
CN(C)/C=C1/C=C(c2ccccc2)OC1=O | 7% | -6 | 174 | -13% | 18 | 107 | 89 | 6 | 174
Cc1nn(C)c(Oc2ccc(Cl)cc2)c1C(=O)O | 16% | 12 | 152 | -2% | / | / | / | -12 | 152

(listing goes on)
SMILES | PLAP inhibitors HTS | NFkB transloc inh | NFkB transloc inh cell count 2 µM | Bcl-B displacement | MRP resist rev | MRP resist rev cytotoxicity | MRP resist rev with doxorubicin | NFkB transloc pot | NFkB transloc pot cell count 2 µM
Cn1c(C(C#N)C(=O)c2sc3ccccc3c2Cl)nc2ccccc21 (configuration not stated) | -16% | 3 | 120 | -3% | -16 | 17 | 33 | -3 | 120
CCCCNC1C(CC)C(CCC)C(C#N)(C#N)C1(C#N)C#N (configuration not stated) | -73% | 2 | 165 | -6% | / | / | / | -2 | 165
CC(OC(=O)Cn1c(C(F)(F)F)nc2ccccc21)C(=O)N1CCCc2ccccc21 (configuration not stated) | 0% | 0 | 155 | -5% | 1 | 92 | 91 | 0 | 155
Cc1ccnc(NC(=O)c2cccc(NC(=O)COc3ccccc3)c2)c1 | 2% | 5 | 135 | -2% | / | / | / | -5 | 135
CCOC(=O)Cc1csc(NC(=O)CSc2nnc(C3CC3)n2C)n1 | / | -30 | 126 | / | / | / | / | 30 | 126
O=C(CCCN1C(=O)c2ccccc2C1=O)NCCCN1CCOCC1 | -1% | -4 | 124 | 3% | 16 | 100 | 84 | 4 | 124
C=CCN(CC=C)S(=O)(=O)c1ccc2nc(NC(=O)C(C)C)sc2c1 | 11% | -2 | 145 | -8% | -37 | 14 | 51 | 2 | 145
COc1ccc(C(C)=O)cc1CSCCC(=O)O | -27% | 2 | 129 | 0% | / | / | / | -2 | 129
